Source: PubChem BioAssay (National Center for Advancing Translational Sciences (NCATS))
HT1080 IDH1KD tx = toxicity to HT-1080 IDH1 knockdown cells (counter line) | AID 686971 | HT-1080 IDH1 knockdown viability, ATP luminescence, 48 h | Potency, µM (top dose mostly 46.1 µM), inactives show at the top dose activity, negative = toxicity, most hits filed as cytotoxic | hit rate 2% among 360,000;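 note: potency is the fitted concentration of half-maximal effect; 0% = DMSO wells and -100% = cell-free medium wells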
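After a 2 h attachment period, IDH1KD HT-1080 cells took pin-transferred compound for 48 h at 37 °C; ATP-based luminescence after 10 min room-temperature reagent incubation reported viability.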
IL1B secr inh = blocks inflammasome-driven IL-1 beta release. THP-1 LPS/ATP IL-1B secretion, AlphaLISA, 16 h; active compounds read low. activity change, % at 57.5 µM. hit rate 4.7% among 360,000; in the data active = activity change below about -50%; inconclusive = mostly about -30% to -49%; note: % is set by controls: 0 for no effect and ±100 for the full control effect
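THP-1 cells pretreated 1 hr with compounds (up to 57.5 uM final), then stimulated with LPS (250 ng/mL final) plus ATP (1.25 mM final); secreted IL-1B measured by AlphaLISA after 16 hr, decreased signal indicating inhibition.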
HEK293 tox = cytotoxicity counter-screen for GLP-1 receptor inverse agonists; hit rate 0.13% among 410,000; Potency, µM (highest dose often 38.3 µM), for the others: top-dose activity change, negative = inhibition, hits mostly inhibitors; HEK293 cAMP-luciferase reporter cells, luminescence, 24 h;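 note: loss of luciferase light is scored as toxicity; potency is the fitted concentration of half-maximal effect; % is set by controls: 0 for no effect and ±100 for the full control effect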
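To flag toxic compounds, the library was rerun on cells for 24 hr at 37 deg C and 5% CO2. Viability-linked luminescence was captured 12 min after adding luciferase detection reagent.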
MCF10A rereplic = induces DNA re-replication in MCF 10a normal breast cells. AID 624296. MCF 10A DNA re-replication, Hoechst nuclear intensity, 48 h. Potency, µM (titrated, usually from 46.1 µM), for inactives: at the top dose activity, positive = re-replication, usual class: activators. hit rate 2.9% among 350,000; note: potency is the fitted concentration of half-maximal effect; % of control where 0% means no effect; nearly all actives have a fitted effect of over 50% in size
SW480 rerep = inducers of DNA re-replication in SW480 colon cancer cells | SW480 DNA re-replication, Hoechst DNA content imaging, 48 h | hit rate 1.8% among 340,000 | AID 624297 | Potency, µM (doses to about 46.1 µM), for inactives: at the highest dose re-replication activation, usual class: activators; note: potency is the fitted concentration of half-maximal effect; % of control where 0% means no effect; nearly all actives have a fitted effect of over 55% in size
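Readout is total intensity of Hoechst-stained nuclei, excited at 405 nm and collected at 500-530 nm. Compound treatment lasted 48 hr at 37 C in 5% CO2 before staining.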
KB-V1 cytotox = KB-V1 MDR subline cytotoxicity; KB-V1 MDR cells viability, CellTiter-Glo, 72 h; hit rate 3.4% among 400,000; Potency, µM (highest dose often 46.1 µM), for the others: top-dose activity change, negative = cytotoxicity, usual class: cytotoxic; note: potency is the fitted concentration of half-maximal effect; % is set by controls: 0 for no effect and ±100 for the full control effect; nearly all actives have a fitted effect of over 60% in size
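KB-V1, DMEM (no phenol red) + 10% FBS; cpd pin-transferred, titration series; 72 h, 37 degrees C; CellTiter-Glo, luminescence. Data normalized, curve-fit.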
D3 ag = D3 dopamine receptor (human) agonism; P35462; D3R DiscoveRx beta-arrestin cells, luminescence, 90 min; max activation, %; hit rate 0.58% among 410,000; in the data active = max activation above about 30%; note: 0% is about no effect; mostly tested at two doses, the higher about 12 µM
Target sequence (P35462 whole entry, looked up): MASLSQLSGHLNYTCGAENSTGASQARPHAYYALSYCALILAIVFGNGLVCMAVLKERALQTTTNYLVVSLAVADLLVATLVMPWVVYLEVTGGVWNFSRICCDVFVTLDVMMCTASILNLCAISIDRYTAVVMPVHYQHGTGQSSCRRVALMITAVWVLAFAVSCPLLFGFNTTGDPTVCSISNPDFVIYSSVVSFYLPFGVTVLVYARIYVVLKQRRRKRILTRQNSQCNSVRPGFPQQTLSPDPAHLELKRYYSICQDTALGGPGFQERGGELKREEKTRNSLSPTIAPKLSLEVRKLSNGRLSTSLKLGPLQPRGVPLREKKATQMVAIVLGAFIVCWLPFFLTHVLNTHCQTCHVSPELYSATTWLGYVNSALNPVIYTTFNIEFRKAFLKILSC
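Cells at 1500/well, incubated overnight, then treated with pinned compounds (dopamine as control) for 90 min at 37 degrees C. DiscoveRx reagent added for 30 - 60 minutes at room temperature; luminescence read.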
HT1080-NT tox = kills 2HG-producing HT-1080-NT fibrosarcoma cells; HT-1080-NT fibrosarcoma viability, CellTiter-Glo ATP luminescence, 48 h; Potency, µM (titrated, usually from 46.1 µM), for the others: at the highest dose activity, negative = less viability, actives largely listed as cytotoxic; hit rate 1.6% among 360,000; AID 686970;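 note: NT is the 2HG producing partner of a matched IDH1 knockdown line; potency is the fitted concentration of half-maximal effect; 0% = DMSO-treated cells and -100% = media-only wells without cells; nearly all actives have a fitted effect of over 55% in size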
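HT-1080-NT; 750 cells/well; 5% FBS RPMI; 48 h compound, 37 degrees C; CellTiter-Glo luminescence; curve fitting and curve-class assignment.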
KB-3-1 cytotox = KB-3-1 parental cell cytotoxicity. KB-3-1 viability, CellTiter-Glo ATP luminescence, 72 h. Potency, µM (doses to about 46.1 µM), without a hit: top-dose activity change, negative = cytotoxic, usual class: cytotoxic. hit rate 1.4% among 400,000. AID 1347075; note: potency is the fitted concentration of half-maximal effect; % is set by controls: 0 for no effect and ±100 for the full control effect; nearly all actives have a fitted effect of over 60% in size
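Luminescent ATP read-out (CellTiter-Glo) measures survival of drug-naive KB-3-1 cells after 72 h compound exposure at 37 °C. Titration series was screened from lowest to highest concentration, with DMSO vehicle plates as background controls.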
* marks the source's active call; other numbers are inactive results; ? = inconclusive; / = no result given; & = joins results of further samples; [ ] = remark or other dose. Unless noted, calls come from the whole dose curve; as a rule, active = well fitted curve in the direction sought with a large enough effect; inconclusive = small, poorly fitted or top-dose-only effect, or another doubt; inactive = no such curve, though single readings can be large; an effect the other way counts as inactive or inconclusive.

nr	canonical_smiles	HT1080 IDH1KD tx	IL1B secr inh	HEK293 tox	MCF10A rereplic	SW480 rerep
1	O=S(=O)(Nc1ccccc1F)c1ccc(Cl)nc1	8%	12	-1%	1%	3%
2	COc1ccc(NC(=O)CN2CCN(CC(=O)Nc3ccc(F)cc3)CC2)cc1Cl	1%	34	-18%	11%	25%
3	Cc1cc(=O)[nH]c2c(C)cc(S(=O)(=O)N3CCCCC3)cc12	9%	?	1%	19%	1%
4	O=C(CN1CCC(NC(=O)Nc2ccccc2)CC1)Nc1ccc([N+](=O)[O-])cc1	-15%	-15	-13%	3%	-9%
5	CC(C)c1ccc(NC(=S)N(C)CCc2ccccn2)cc1	-10%	-8	18%	-3%	-11%
6	CN(C)c1ccc(C(O)P(=O)(OC2CCCCC2)OC2CCCCC2)cc1 (stereo not drawn)	-1%	-11	1%	4%	-13%
7	O=C1CN(C(=O)COC(=O)c2ccc(C(F)(F)F)cc2)c2ccccc2N1	1%	27	-1%	9%	-5%
8	Cc1ccc(C(=O)N2CCN3C(=O)c4ccccc4C23c2ccccc2)cc1 (stereo not drawn)	25%	-10	1%[7.66 µM]	-3%	-1%
9	CCOc1ccc(-n2c(=O)c3ccccc3c3ccccc3c2=O)cc1	1%	/	0%	17%	?
10	C/C(=N\N=C1/NC(=O)C(C)S1)c1ccco1 (stereo not drawn)	2%	-4	5%	-2%	-12%

nr	KB-V1 cytotox	D3 ag	HT1080-NT tox	KB-3-1 cytotox
1	5%	2	2%[9.24 µM]	10%
2	-23%	-1	7%	-8%
3	?	4	0%	?
4	-26%	5	3%	27%
5	23µM*	-14	-4%	-29%
6	16%	-3	14%	?
7	-22%	2	-2%	?
8	-8%	2	7%	10%
9	-6%	-22	-11%	4%
10	-2%	-4	1%	2%

Continuation:
nr	canonical_smiles	HT1080 IDH1KD tx	IL1B secr inh	HEK293 tox	MCF10A rereplic	SW480 rerep
11	OCC1(Cc2ccccc2)CCN(Cc2ccccn2)CC1	9%	-8	-2%	-3%	-1%
12	COc1ccc(Br)cc1/C=N/NC(=O)CNC(=O)C1COc2ccccc2O1 (stereo not drawn)	-7%	-11	-8%	4%	9%
13	O=c1oc2ccccc2c(CNc2ccccc2)c1[N+](=O)[O-]	9%	19	-10%	0%	9%
14	COc1cc([N+](=O)[O-])ccc1NC(=O)NNC(=O)CCc1ccccc1	18%	52	-8%	-5%	-13%
15	COc1cc(C)cc(CN2CCC(Cc3ccccc3)CC2)c1O	-14%	-2	-27%	?	25%
16	C=CCn1cccc(C(=O)Nc2ccc(C)cc2)c1=O	-8%	0	9%	5%	-5%
17	Cc1ccc(C(C)C)c(OCC(=O)Nc2c(C(=O)c3ccccc3)oc3ccccc23)c1	/	/	3%	/	/
18	CC(C)CNC(=O)C1C(=O)Nc2ccccc2C(=O)N1C(C)(C)C (stereo not drawn)	19%	-12	2%	/	/
19	Cc1cc(=O)[nH]c2c(C)cc(S(=O)(=O)Nc3ccc(O)cc3)cc12	-3%	0	-8%	1%	-1%
20	OCCN1CCN(CC(O)COCCOc2ccc(Br)cc2)CC1 (stereo not drawn)	1%	13	-9%	?	-10%

nr	KB-V1 cytotox	D3 ag	HT1080-NT tox	KB-3-1 cytotox
11	-18%	-4	11%	15%
12	?	-8	-15%	-14%
13	3%	-11	-1%	4%
14	0%	1	7%	17%
15	-10%	20	-22%	?
16	-1%	0	-5%	-3%
17	?	5	/	2%
18	-3%	6	13%	0%
19	-10%	9	-1%	-2%
20	-14%	-8	-1%	-4%

Additional compounds
nr	canonical_smiles	HT1080 IDH1KD tx	IL1B secr inh	HEK293 tox	MCF10A rereplic	SW480 rerep
21	CCNc1cc(Cl)nc(SC)n1	9%	11	-3%	-11%	0%
22	COc1ccc(-c2cc3cc(-c4cc(OC)c(OC)c(OC)c4)ccc3o2)cc1	4%	7	16%	-2%	-17%
23	COc1ccc(CC(=O)Nc2nc(-c3cccc([N+](=O)[O-])c3)cs2)cc1	-23%	-6	-6%	2%	0%
24	N/C(=N\O)c1ccc(NC(=O)c2cccs2)cc1	-1%	0	-6%	-3%	-3%
25	O=C(NC1CCCC1)C1CCCN(C(=O)Nc2ccccc2)C1 (stereo not drawn)	1%	3	2%	-8%	-8%
26	COc1cc(CN2CCNC(=O)C2CC(=O)NC2CCC2)cc(OC)c1 (stereo not drawn)	3%	8	-11%	-5%	2%
27	Nc1c(S(=O)(=O)c2ccccc2)nnn1-c1ccccc1	4%	-7	-6%	-188%[0.0737 µM]	?
28	C=CS(=O)(=O)N(Cc1ccccc1Br)[C@H](CO)Cc1ccccc1	?	-108*	-14%	16µM*	?
29	CCOC(=O)[C@@H]1[C@H]2COc3cc(OC)ccc3[C@H]2N2C(=O)N(c3cccc(F)c3)C(=O)[C@]12C	1%	-4	-1%	23%	0%
30	CC1CCc2sc(NC(=O)c3ccc(N4C(=O)CCC4=O)cc3)c(C(N)=O)c2C1 (stereo not drawn)	8%	0	-1%	0%	-7%

nr	KB-V1 cytotox	D3 ag	HT1080-NT tox	KB-3-1 cytotox
21	-6%	-9	7%	-4%
22	-9%	-2	0%	4%
23	-13%	5	-14%	?
24	-1%	-8	1%	7%
25	10%	-1	0%	10%
26	-3%	-6	6%	2%
27	7%	5	7%	-3%
28	?	16	?	?
29	6%	-5	12%	-13%
30	2%	21	11%	6%

(continued)
nr	canonical_smiles	HT1080 IDH1KD tx	IL1B secr inh	HEK293 tox	MCF10A rereplic	SW480 rerep
31	CC1=C(C(=O)N2CCCCCC2)CC(CC(=O)NCC2CCCCC2)C(=O)N1CCCN1CCCC1=O (stereo not drawn)	6%	-9	5%	/	/
32	CCC(=O)N1CCC1(C)C(=O)Nc1cccc(OC)c1 (stereo not drawn)	3%	11	-22%	/	/
33	N#CC1(NC(=O)CN2C(=O)NC(Cc3c[nH]c4ccccc34)C2=O)CCCCC1 (stereo not drawn)	-1%	7	1%	4%	18%
34	Cc1ccc(S(=O)(=O)Nc2cc(C)on2)cc1	4%	10	5%	1%	-27%
35	COc1ccc(NC(=O)CN2CCN(C(=O)N3CCOCC3)CC2)cc1	10%	-13	-12%	-19%	13%
36	Cn1c(=O)c([N+](=O)[O-])c(NCCc2ccccc2)c2ccccc21	-20%	-10	-2%[1.53 µM]	10%	-5%
37	Cc1cc(Cl)nc(-c2ccccc2)n1	3%	-11	5%	-16%	-29%
38	Cc1cc(C)n2nc(Cc3ccccc3)nc2n1	13%	2	-8%	-3%	-4%
39	O=C(N/N=C/c1c(F)cccc1Cl)C1CC1	1%	-21	-22%	-5%	-4%
40	COc1ccc2cc3cc(C(=O)NC4CC4)sc3nc2c1	-21%	0	21%	17%	27%

nr	KB-V1 cytotox	D3 ag	HT1080-NT tox	KB-3-1 cytotox
31	-3%	-2	16%	12%
32	2%	-9	17%	0%
33	/	-21	0%	/
34	3%	-3	6%	4%
35	10%	-2	15%	-4%
36	?	-17	-3%	-12%
37	13%	7	-28%	-1%
38	-2%	6	9%	16%
39	0%	3	11%	25%
40	?	-4	-20%	-11%

Part of the list above in order of formula weight, smallest number first:
nr	canonical_smiles	HT1080 IDH1KD tx	IL1B secr inh	HEK293 tox	MCF10A rereplic	SW480 rerep
37	Cc1cc(Cl)nc(-c2ccccc2)n1	3%	-11	5%	-16%	-29%
39	O=C(N/N=C/c1c(F)cccc1Cl)C1CC1	1%	-21	-22%	-5%	-4%
34	Cc1ccc(S(=O)(=O)Nc2cc(C)on2)cc1	4%	10	5%	1%	-27%
32	CCC(=O)N1CCC1(C)C(=O)Nc1cccc(OC)c1 (stereo not drawn)	3%	11	-22%	/	/
36	Cn1c(=O)c([N+](=O)[O-])c(NCCc2ccccc2)c2ccccc21	-20%	-10	-2%[1.53 µM]	10%	-5%
31	CC1=C(C(=O)N2CCCCCC2)CC(CC(=O)NCC2CCCCC2)C(=O)N1CCCN1CCCC1=O (stereo not drawn)	6%	-9	5%	/	/

nr	KB-V1 cytotox	D3 ag	HT1080-NT tox	KB-3-1 cytotox
37	13%	7	-28%	-1%
39	0%	3	11%	25%
34	3%	-3	6%	4%
32	2%	-9	17%	0%
36	?	-17	-3%	-12%
31	-3%	-2	16%	12%

Next part
nr	canonical_smiles	HT1080 IDH1KD tx	IL1B secr inh	HEK293 tox	MCF10A rereplic	SW480 rerep
41	CCOC(=O)N1CCN(C2CC(=O)N(c3ccc(F)cc3)C2=O)CC1 (stereo not drawn)	22%	16	-4%	-1%	-7%
42	CN(C)c1nc(-c2cn(CCC#N)c3ccccc23)cs1	26µM*	-25	?	20%	1%
43	CCCCNC(=O)CCC(=O)Nc1ccc2nc(N3CCOCC3)cc(C)c2c1	3%	24	4%	7%	0%
44	O=C(CSc1ncn[nH]1)Nc1ccccc1-c1ccccc1	-8%	-28	-28%	256%[0.0737 µM]	-14%
45	COc1cccc(C2/C(=C(/O)c3ccc4c(c3)CC(C)O4)C(=O)C(=O)N2CC2CCCO2)c1 (stereo not drawn)	14%	2	-8%	0%	-11%
46	Cc1cc2c(c(SCC#N)n1)C(=O)OC2	-7%	4	3%	5%	-2%
47	Cn1c2c(c(=O)n(C)c1=O)C(c1ccccc1OC(F)F)C1=C(CCCC1=O)N2 (stereo not drawn)	1%	40	0%	12%	-9%
48	CNC(=O)N(O)C1N(/N=C/c2ccc(C)cc2)C(=S)SC1(C)C (stereo not drawn)	-9%	7	12%	1%	?
49	O=C(Cc1c(Cl)cccc1Cl)N1CCN(S(=O)(=O)c2cccs2)CC1	8%	8	0%	-3%	-20%
50	CCn1c(=O)cc(SCC(=O)NCc2ccc(C)cc2)c2ccccc21	?	-17	-16%&-24%	?	-10%
51	C=CCCOc1ccccc1C(N)=O	7%	12	-11%	3%	-7%

nr	KB-V1 cytotox	D3 ag	HT1080-NT tox	KB-3-1 cytotox
41	1%	2	13%	-13%
42	-22%	-4	?	4%
43	8%	6	5%	3%
44	?	0	0%	13%
45	-6%	-2	2%	11%
46	0%	14	5%	-1%
47	0%	1	-1%	-2%
48	-36%	2	2%	-2%
49	-16%	3	9%[9.24 µM]	-6%
50	?	7&-1	?	?
51	?	1	8%	14%
